Compound activity as filed in PubChem BioAssay.
CSN inh: inhibitors of CSN-mediated cullin deneddylation, primary screen, biochemical, fluorescence polarization, uHTS; 360,000 compounds, 0.38% hits; AID 651999, 2013; Purified CSN, SCF-Nedd8-OG deneddylation; inhibition, % at 12.5 µM;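 active = pattern-corrected inhibition above about 35%, with an unprinted fluorescence ratio check between 0.5 and 1.5, limit read from the data, passing the limit was not always enough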;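 note: 0% = enzyme with substrate and 100% = substrate without enzyme; some results filed as inactive read as strong as hits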
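Assay system: purified human Csn5 enzyme expressed in HEK293T cells; measure: % inhibition; also added: SCFSkp2-Nedd8OG substrate at 10 nM final; technique: fluorescence polarization; times: reaction 90 min, room temperature; medium: Tris buffer pH 7.5, NaCl, DTT, Tween-20, trehalose, ovalbumin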
Rpn11 block: Rpn11 (PSMD14) deubiquitinase inhibitors, primary screen, biochemical, fluorescence polarization, uHTS. 26S proteasome non-ATPase regulatory subunit 14 (Homo sapiens), O00487. human 26S proteasome, Ub4-pepOG fluorescence polarization; 20S core pre-blocked with epoxomicin. calls only at 20 µM. 360,000 compounds, 0.59% hits;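 active = inhibition at 20 µM, scaled to each plate's controls, above about 33%, limit read from the data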
SUMO1-SIM PPI: modulators of SUMO1 protein-protein interactions, primary screen, biochemical, uHTS; Small ubiquitin-related modifier 1 (Homo sapiens), P63165; SUMO1 binding to a labelled peptide, TR-FRET, 1 h; inhibition, % at 20 µM; 360,000 compounds, 0.33% hits; AID 602429, 2012; in the data active = inhibition above about 37%
DNMT1 block: human DNMT1 methyltransferase inhibitors, primary screen, biochemical, molecular beacon, fluorescence, HinP1I cleavage, uHTS; inhibition (reported as % activation of signal), % at 10 µM; 360,000 compounds, 0.83% hits; AID 588458, 2011; in the data active = inhibition above about 50%
Target sequence (P26358 504-1616 limits assumed): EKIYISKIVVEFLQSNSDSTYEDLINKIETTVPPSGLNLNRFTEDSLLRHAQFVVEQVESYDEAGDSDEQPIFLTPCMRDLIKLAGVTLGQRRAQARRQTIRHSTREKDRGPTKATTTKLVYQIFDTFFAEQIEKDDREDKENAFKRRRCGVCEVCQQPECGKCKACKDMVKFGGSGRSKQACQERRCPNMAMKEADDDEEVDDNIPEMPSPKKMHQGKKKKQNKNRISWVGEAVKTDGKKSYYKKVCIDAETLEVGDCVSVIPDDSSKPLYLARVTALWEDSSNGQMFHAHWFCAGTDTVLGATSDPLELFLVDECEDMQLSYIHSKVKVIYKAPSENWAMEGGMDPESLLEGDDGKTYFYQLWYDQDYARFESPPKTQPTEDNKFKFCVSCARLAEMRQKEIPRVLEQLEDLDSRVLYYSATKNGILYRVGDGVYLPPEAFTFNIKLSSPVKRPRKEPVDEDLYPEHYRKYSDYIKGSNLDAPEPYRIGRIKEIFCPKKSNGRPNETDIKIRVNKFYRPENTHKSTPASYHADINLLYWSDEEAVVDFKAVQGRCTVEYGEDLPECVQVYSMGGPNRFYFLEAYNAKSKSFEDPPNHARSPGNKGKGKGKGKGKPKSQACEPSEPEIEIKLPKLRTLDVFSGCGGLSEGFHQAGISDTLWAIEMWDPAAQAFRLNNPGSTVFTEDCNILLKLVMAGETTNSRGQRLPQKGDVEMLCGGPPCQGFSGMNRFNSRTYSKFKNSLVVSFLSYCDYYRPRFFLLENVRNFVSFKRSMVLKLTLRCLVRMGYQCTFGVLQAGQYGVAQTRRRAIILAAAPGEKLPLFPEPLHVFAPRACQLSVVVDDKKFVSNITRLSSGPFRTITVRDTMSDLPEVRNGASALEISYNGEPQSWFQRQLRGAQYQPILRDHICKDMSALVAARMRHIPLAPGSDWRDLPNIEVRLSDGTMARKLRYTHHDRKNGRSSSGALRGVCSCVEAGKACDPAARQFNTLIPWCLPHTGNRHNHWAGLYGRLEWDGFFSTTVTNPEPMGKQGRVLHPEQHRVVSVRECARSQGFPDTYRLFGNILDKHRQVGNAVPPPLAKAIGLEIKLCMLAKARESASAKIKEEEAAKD
MsrA inhibitor: bovine MsrA enzyme inhibitors, primary screen, biochemical, absorbance, HTS; 360,000 compounds, 0.75% hits; purified bovine MsrA, absorbance read-out; Methionine sulfoxide reductase A (Bos taurus); inhibition, % at 15.5 µM; in the data active = inhibition above about 4.5%;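 note: 0% = vehicle wells with enzyme and 100% = reference inhibitor wells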
TbMetRS inhib: T. brucei MetRS inhibitors, primary screen, biochemical, luminescence; methionyl-tRNA synthetase (Trypanosoma brucei brucei); purified T. brucei MetRS, ATP depletion, Kinase-Glo luminescence; inhibition, % at 11.9 µM; 360,000 compounds, 0.4% hits;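 active = inhibition above a per-plate cutoff of the control wells' mean inhibition plus 3 SD, cut at about 5.5% in these data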;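 note: 0% = DMSO wells median and 100% = median of wells with control inhibitor compound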
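Measured by: Kinase-Glo luciferase luminescence reporting remaining unconsumed ATP. Material: purified T. brucei MetRS enzyme. Doses: 11.9 µM compound single dose, 0.9% DMSO. Medium: HEPES buffer containing pyrophosphatase, BSA, spermine, DTT. Times: 15 min preincubation, 2 h reaction, all 25 °C. Reagent: methionine, ATP and bulk E. coli tRNA.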
STEP block: STEP phosphatase inhibitors, primary screen, biochemical, fluorescence intensity, uHTS. inhibition, % at 20 µM. AID 588621, 2011. recombinant STEP, OMFP fluorogenic substrate. 360,000 compounds, 0.25% hits;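 active = inhibition at 20 µM, scaled per plate between control wells, above about 37%, limit read from the data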;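 note: 0% = DMSO with enzyme and substrate and 100% = substrate only without enzyme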
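Material: STEP (striatal-enriched tyrosine phosphatase) enzyme, cell-free; Compound dosing: 20 µM single dose in 1% DMSO; Technique: fluorescence read at 480 nm ex / 540 nm em; Times: reaction 20 min, ambient temperature; Medium: 50 mM Bis-Tris pH 6.0 with 2.5 mM DTT and 0.005% Tween 20; Also added: OMFP at 25 µM.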
LMPTP block: LMPTP phosphatase inhibitors, primary screen, biochemical, fluorescence intensity, uHTS; Low molecular weight phosphotyrosine protein phosphatase (Homo sapiens), P24666; recombinant LMPTP-A, OMFP fluorogenic substrate; inhibition, % at 20 µM; 360,000 compounds, 0.22% hits; AID 651560, 2012;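 active = compounds that cut the enzyme signal by at least half of the control window in the single-dose screen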;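 note: plate controls were DMSO wells with enzyme plus substrate for no effect and substrate without enzyme for full effect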
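Test system: LMPTP-A phosphatase enzyme; input: 0.625 nM LMPTP-A final; reagent: OMFP substrate, 400 µM final; compound dosing: 20 µM single dose, 3% DMSO; incubation: 50 min dark incubation at room temperature; measured by: endpoint fluorescence intensity from OMFP dephosphorylation; measure: % inhibition relative to no-enzyme and uninhibited control wells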
Scp-1 inhibitor: Scp-1 phosphatase inhibitors, primary screen, biochemical, colorimetric, uHTS; Recombinant Scp1, phosphopeptide, malachite green phosphate absorbance; inhibition, % at 20 µM; 340,000 compounds, 0.88% hits; AID 493091, 2011;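 active = inhibition above about 50% at 20 µM, limit read from the data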;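 note: plate controls were DMSO wells with enzyme for no effect and wells lacking enzyme for full effect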
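assay system = SCP-1 phosphatase catalytic domain, residues 76-261 | buffer or medium = 50 mM Tris acetate pH 5.5, 0.005% Tween-20, 10 mM MgCl2 | incubation = enzyme reaction 45 min at room temperature, colour 5 min, stabilisation 30 min | signal = Phosphate-binding colour reagent, absorbance read at 630 nm | measure = % inhibition at 20 µM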
NadD inh: inhibitors of S. aureus NadD, primary screen, biochemical, colorimetric, uHTS; Nicotinate-nucleotide adenylyltransferase NadD (Staphylococcus aureus N315); purified NadD enzyme, colorimetric absorbance read-out; inhibition, % at 20 µM; 360,000 compounds, 0.78% hits; AID 602399, 2012; in the data active = inhibition above about 26%; note: some compounds past the cut are filed as inactive
* marks the source's active call; other numbers are inactive results; i = inactive; . = not tested or not shown. Rows are unselected; about 3.9% have a hit in one of these screens.

SMILES	CSN inh	Rpn11 block	SUMO1-SIM PPI	DNMT1 block	MsrA inhibitor	TbMetRS inhib	STEP block	LMPTP block	Scp-1 inhibitor	NadD inh
CC(C)(C)OC(=O)NCCCC[C@H](NC(=O)c1[nH]cnc1C(=O)N[C@@H](Cc1ccccc1)C(=O)OC(C)(C)C)C(=O)OC(C)(C)C	-3	i	3	-25	2.2	0.1	0	5.8	-9	13
CC(Sc1nnc(-c2ccc(OC(F)F)cc2)o1)C(=O)NCC1CCCO1 (stereo not drawn)	1	i	-6	4	1.8	0.4	0	-0.7	4	0
O=C(Cn1cc2c(n1)CCCCC2)NCc1cccs1	2	i	0	1	-0.5	0.4	2	-1.4	-4	-4
CCOc1ccc(S(=O)(=O)NCCC(=O)N(C)Cc2ccc(C)o2)cc1	-1	i	0	-1	0.1	0.3	1	-0.8	-3	7
CCN(C(=O)CCNC(=O)Cn1cnc2ccccc2c1=O)c1ccccc1F	8	i	3	0	0.8	-0.2	-2	-1.0	-3	-7
CC1=C(C#N)C(c2ccoc2)C(C(=O)OCc2ccccc2)=C(N)S1 (stereo not drawn)	0	i	-3	-7	-0.8	-0.3	2	1.1	-9	1
CCOC(=O)c1sc(=S)n(CC)c1NC(=O)CC	-5	i	1	2	3.8	-1.6	2	-0.1	0	0
O=C(Nc1ccccc1C(=O)O)c1cc(S(=O)(=O)N2CCCCC2)c(Cl)cc1Cl	-1	i	12	0	0.4	0.5	-2	-0.8	-6	-7
O=c1[nH]c2ccc(NC(=S)Nc3ccccc3)cc2[nH]1	-4	i	-1	-3	0.0	1.1	2	0.1	-5	-1
Cc1ccc(-c2cc(N)n(-c3ccccc3)n2)cc1	-3	i	2	-6	-0.9	-0.2	-4	-0.5	-5	-3

Single entries from the results shown.
For DNMT1 block, Cc1ccc(-c2cc(N)n(-c3ccccc3)n2)cc1 shows -6
For DNMT1 block, O=C(Cn1cc2c(n1)CCCCC2)NCc1cccs1 shows 1
For DNMT1 block, O=C(Nc1ccccc1C(=O)O)c1cc(S(=O)(=O)N2CCCCC2)c(Cl)cc1Cl shows 0
For MsrA inhibitor, CC(Sc1nnc(-c2ccc(OC(F)F)cc2)o1)C(=O)NCC1CCCO1 (stereo not drawn) shows 1.8

Returning to the listing, repeating the 2 entries before the break.
SMILES	CSN inh	Rpn11 block	SUMO1-SIM PPI	DNMT1 block	MsrA inhibitor	TbMetRS inhib	STEP block	LMPTP block	Scp-1 inhibitor	NadD inh
O=c1[nH]c2ccc(NC(=S)Nc3ccccc3)cc2[nH]1	-4	i	-1	-3	0.0	1.1	2	0.1	-5	-1
Cc1ccc(-c2cc(N)n(-c3ccccc3)n2)cc1	-3	i	2	-6	-0.9	-0.2	-4	-0.5	-5	-3
COc1ccc(C(=O)c2c[nH]c(C(=O)NCCCn3ccnc3)c2)cc1	-2	i	1	-5	0.9	-0.1	2	-2.9	-3	-5
CCCCOC(=O)c1ccc(NC(=O)CSc2nncn2C)cc1	1	i	-1	4	-0.6	-1.9	-1	0.1	4	-2
COc1cccc2c1Oc1cc([N+](=O)[O-])cc(N(C)C(C)=O)c1C=C2	-2	i	-33	-1	15*	-0.8	0	0.3	-4	-7
O=C(CSCc1ccc(Cl)cc1)N/N=C/c1c(Cl)cccc1Cl	-10	i	3	0	-0.5	0.6	0	2.2	-8	-2
CCC(O)(c1ccccc1)C(CN1CCOCC1)c1ccccc1 (stereo not drawn)	-1	i	1	1	0.1	-0.4	-1	-2.2	-2	0
Cn1c(=O)c2c(-c3ccccc3)n(-c3ccccc3N)cc2n(C)c1=O	-12	i	-4	5	0.9	0.6	2	-1.0	.	4
Oc1ccc(-c2nccc(-c3cccs3)n2)cc1	4	i	-1	-6	0.7	-0.8	1	-0.5	1	-4
COc1ccccc1NS(=O)(=O)c1cc(NC(=O)c2ccccc2[N+](=O)[O-])ccc1N1CCOCC1	-3	i	-15	-19	0.4	-0.2	5	1.9	-21	9
COc1ccc(N(CC(=O)NCc2ccc(F)cc2)S(=O)(=O)c2c(C)n[nH]c2C)cc1	0	i	1	-2	-0.1	-0.3	2	2.6	11	-5
COC(=O)c1cnc[nH]1	0	i	16	6	1.1	-0.5	-1	-0.9	-6	1
COC(=O)c1ccccc1COn1c(=O)c[n+]([O-])c2ccccc21	6	i	-27	0	-0.9	-0.5	-1	1.2	1	-6
CCCCSc1nnc(CSc2ncccn2)n1C	-9	i	-1	-1	0.5	0.2	-1	-2.1	-1	-8
O=C(COc1coc(CN2CCCc3ccccc32)cc1=O)Nc1ccccc1	1	i	2	8	-0.8	-0.3	-10	4.4	3	7
Cc1cc(N)ccc1-n1nc2ccccc2n1	-1	i	-5	1	1.1	0.5	-1	-0.4	-10	-2
CC(NC(=O)c1ccc(Br)o1)c1ccc(-n2ccnc2)cc1 (stereo not drawn)	-4	i	0	-1	-0.2	0.1	-1	0.0	-7	-2
C=C1CCC[C@]2(C)C[C@H]3OC(=O)C(CN(Cc4ccc(OC)c(OC)c4)CC(C)O)[C@H]3CC12 (stereo partly drawn)	-5	i	-5	-2	0.4	-1.2	4	0.1	-4	-3
CSc1ccccc1NC(=O)C1CCCN(S(C)(=O)=O)C1 (stereo not drawn)	4	i	6	5	-0.5	-2.1	-2	-1.9	6	-3
COC(=O)[C@]1(C)N[C@H](CN(C)C(=O)c2ccc(C(C)(C)C)cc2)[C@@H]2C(=O)N(Cc3ccccc3)C(=O)[C@@H]21	-5	i	2	9	0.1	-0.3	3	-1.7	-4	0
Cn1c(=O)c2c(nc(N3CCC(C(N)=O)CC3)n2CCSc2nc3ccccc3s2)n(C)c1=O	4	i	-1	2	-0.1	-0.6	1	-0.7	-4	-5
COc1ccc(CNS(=O)(=O)c2ccc3oc(C(=O)O)c(C)c3c2)cc1	-1	i	1	-2	.	-0.8	1	0.0	-3	1
O=C(NCc1cccs1)C1CCCN(C(=O)Nc2ccc(F)cc2)C1 (stereo not drawn)	1	i	2	2	-2.7	-0.6	-1	-1.2	-2	-2
Cc1cnc(C(=O)Nc2ccc(C(=O)N3CCCCC3)cc2)cn1	1	i	0	1	1.4	-1.3	-1	-1.8	-1	-3
CCOC(=O)Cc1csc(NC(=O)CSc2nc(-c3ccccc3)c(C#N)c(=O)[nH]2)n1	4	i	2	0	0.6	0.5	-2	0.7	-1	7
CCOc1ccc(-c2nnc(N3CCCCC3)c3ccccc23)cc1	4	i	-4	2	-0.3	-0.7	5	0.9	2	7
CC(=O)NCCc1ccc(C(=O)CSc2nnc(C3CC3)n2C2CC2)cc1	5	i	3	0	-1.6	-0.2	-6	1.8	-3	3
COc1cccc(N(C(=O)Cn2nnc(-c3ccc(F)cc3)n2)C(C(=O)NCC2CCCO2)c2ccc(Cl)cc2)c1 (stereo not drawn)	1	i	2	9	0.2	1.2	1	-0.3	-8	12
Cn1cc(C(=O)C(=O)NC2CCCCC2)c2ccccc21	0	i	-2	0	2.7	-0.5	2	-1.6	1	-3
CC(C)/C=C/C(=O)N1CCC(N2CCC(C(=O)NCc3ccccn3)CC2)CC1	-4	i	-3	0	0.3	-0.2	-3	-1.7	-7	0
CC12CCC(C(=O)C1)C1(C)CCCC(=O)C21 (stereo not drawn)	-4	i	-3	-4	-0.4	-0.6	-3	0.5	27	2
COc1ccc2c(c1)Cc1sc(NC(=O)c3cccs3)nc1-2	13	i	3	-27	0.2	0.8	2	3.9	-2	8
CC[C@H](C)[C@H](NC(N)=O)C(=O)NCCc1ccc(Cl)cc1Cl	-14	i	0	2	-1.3	0.6	0	-0.5	-3	-9
Cc1ccc(OCCC(=O)Nc2ccc(S(=O)(=O)Nc3nccs3)cc2)cc1	-2	i	11	-9	-0.5	0.1	-2	1.2	8	1
O=C1N[C@@H](Cc2ccccc2)COC(=O)[C@H](Cc2ccc(F)cc2)CC/C=C/C[C@H]1CC(=O)N(CCO)Cc1ccccc1	-3	i	0	3	-0.6	-0.1	1	-0.7	-11	-10
O=C(c1cccc(Cl)c1)N1CCN(Cc2ccncc2)CC1	0	i	1	0	1.2	-0.6	0	-2.4	3	-5
O=C(C1=C(O)C(=O)N(Cc2cccnc2)C1c1cccc(Oc2ccccc2)c1)c1ccco1 (stereo not drawn)	2	i	-12	0	2.0	-0.3	0	21	-2	17
Cc1ccc(/C=C/C(=O)OC(C)C(=O)Nc2ccc(Cl)cn2)o1 (stereo not drawn)	6	i	-6	-14	1.7	0.5	-2	-0.4	-10	6
CC(c1ccco1)N(C(=O)c1cccc(Br)c1)c1ccccn1 (stereo not drawn)	-2	i	-1	3	1.5	-0.2	1	1.6	0	7
CCc1ccc(Nc2nc3ccccc3c(=O)s2)cc1	-11	i	-6	2	-1.2	-0.4	-3	-1.1	-13	-6
CC[C@]12c3[nH]c4ccccc4c3CCN1C(=O)C(CC(=O)NCCc1ccccn1)C[C@@H]2C(=O)N1CCN(C(=O)c2ccco2)CC1 (stereo partly drawn)	-4	i	-6	4	-0.6	-2.1	-3	-8.2	21	2
O=C(CSC1=NCCS1)Nc1nc2ccccc2s1	7	i	0	2	-0.5	0.2	1	-0.1	-10	2
Cc1[nH]c2ccccc2c1C(=O)/C=C/c1ccccc1	3	i	-9	-10	0.6	0.1	2	1.4	-14	-3
CSc1ccc(Cl)c(C(=O)NNC(=O)c2cccs2)c1	6	i	9	1	-0.4	-0.1	2	-1.6	-8	2
Cc1ccccc1Nc1c(-c2ccccn2)nc2ccccn12	-3	i	-7	-2	-0.3	0.6	-1	2.4	-7	-5
O=C(NCc1ccccc1)NS(=O)(=O)c1ccccc1Cl	2	i	5	5	0.5	0.3	4	-1.4	-5	1
